Mdm2 MdmX PPI – human Mdm2/MdmX binding inhibition | 3% of 330,000 active | AID 485346 | inhibition, % at 8 µM | SaOS-2 split-luciferase Mdm2/MdmX complementation, luminescence;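 active means inhibition of at least 50% at 8 µM in the primary screen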
tim23-1 inh – tim23-1 yeast growth inhibition. S. cerevisiae tim23-1 growth, BacTiter-Glo luminescence, 24 h. 1.3% of 330,000 active. AID 463212. inhibition, % at 20 µM;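 active means growth inhibition of the mutant yeast at or above 50%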;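 further: temperature-sensitive mutant grown at 25 °C; plate controls were DMSO-treated mutant yeast for no effect and medium wells lacking yeast for full effect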
CXCR6 block – CXCR6 (human) receptor inhibition | 0.36% of 360,000 active | inhibition, % at 20 µM | O00574 | CHO-K1 PathHunter CXCR6 beta-arrestin, luminescence | AID 602244; in the data active means inhibition above about 34%, passing the limit was not always enough;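 further: antagonist mode with CXCL16 agonist at 10 nM final; 0% = 10 nM CXCL16 with DMSO and 100% = unstimulated wells without agonist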
Target sequence (O00574 whole entry, looked up): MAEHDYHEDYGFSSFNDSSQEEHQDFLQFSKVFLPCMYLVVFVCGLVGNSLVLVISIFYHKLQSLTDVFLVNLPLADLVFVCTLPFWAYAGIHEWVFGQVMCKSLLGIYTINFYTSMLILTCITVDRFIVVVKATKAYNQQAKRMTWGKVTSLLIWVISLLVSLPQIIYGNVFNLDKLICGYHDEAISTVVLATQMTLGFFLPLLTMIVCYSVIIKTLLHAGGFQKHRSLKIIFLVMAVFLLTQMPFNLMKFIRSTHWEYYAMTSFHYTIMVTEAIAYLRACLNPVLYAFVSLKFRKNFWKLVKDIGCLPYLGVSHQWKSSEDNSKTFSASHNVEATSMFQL
APJ agonist – APJ receptor agonism | P35414 | CHO-K1 APJ PathHunter beta-arrestin, luminescence; 0% DMSO wells, 100% apelin | activation, % at 20 µM | 0.11% of 330,000 active | AID 2520;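 active means activation more than six SD over the plate average, tested at 20 µM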;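 further: 0% = DMSO alone and 100% = apelin-13 at 10 nM; some results filed as inactive read as strong as hits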
Target sequence (P35414 whole entry, looked up): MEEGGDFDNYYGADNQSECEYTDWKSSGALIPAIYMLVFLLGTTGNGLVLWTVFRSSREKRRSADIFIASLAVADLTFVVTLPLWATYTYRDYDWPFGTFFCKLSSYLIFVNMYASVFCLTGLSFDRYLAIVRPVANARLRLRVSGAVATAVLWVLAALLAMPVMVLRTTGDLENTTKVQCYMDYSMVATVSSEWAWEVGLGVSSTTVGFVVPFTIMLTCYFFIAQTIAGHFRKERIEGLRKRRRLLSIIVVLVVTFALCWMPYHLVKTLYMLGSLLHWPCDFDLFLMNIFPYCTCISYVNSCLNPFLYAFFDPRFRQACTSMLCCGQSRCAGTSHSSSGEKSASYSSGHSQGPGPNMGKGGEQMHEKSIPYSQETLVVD
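Assay system – PathHunter CHO-K1 APJ (AGTRL-1) beta-arrestin reporter cells · Compound – one dose, 20 µM compound, 1% DMSO · Timing – compound 90 min 25 °C, reagent 1 h · Measured by – luminescence from split beta-galactosidase complementation, Galacton Star/Emerald II substrate · Measure – beta-arrestin recruitment to APJ as agonist activity, luminescent signal · Benchmarks – DMSO vs Apelin-13 10 nM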
TIM10 inh – TIM10 yeast growth inhibition. S. cerevisiae TIM10 strain growth, BacTiter-Glo luminescence, 24 h. inhibition, % at 10 µM. 1.4% of 330,000 active. AID 463195;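 active means inhibition of 40% or more at the single tested concentration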;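 further: wild-type TIM10 isogenic control strain grown at permissive 25 °C; 0% = DMSO yeast wells and 100% = minimal medium wells without yeast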
CHOP UPR activ – apoptotic UPR (CHOP) activation. CHO-CHOP luciferase reporter, luminescence; percent of tunicamycin response over DMSO baseline. activation, % at 10 µM. 0.34% of 330,000 active. AID 449763;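 active means at 10 µM dose, activation of 40% or more, normalized to positive control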;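 further: 100% = tunicamycin at 10 µg/mL and 0% = DMSO alone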
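System: CHO CHOP reporter cells. Amount: 500 cells per well. Buffer or medium: F12 medium, 10% FBS. Compound dosing: one dose, 10 µM in 0.5% DMSO. Incubation: 6 h compound exposure at 37 °C after overnight seeding. Technique: Steady-Glo luciferase luminescence. Benchmarks: tunicamycin and DMSO controls.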
APJ antag – APJ receptor antagonism | 0.32% of 330,000 active | inhibition, % at 20 µM | CHO-K1 APJ beta-arrestin complementation, luminescence | P35414;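 active means inhibition above about 40% at 20 µM, limit read from the data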;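 further: cells challenged with 10 nM apelin-13 agonist together with compound; plate controls were apelin-13 plus DMSO wells for no effect and DMSO wells lacking apelin-13 for full effect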
XBP1 UPR activ – adaptive UPR (XBP1) activation. activation, % at 20 µM. CHO-XBP1 luciferase reporter, IRE1-XBP1 UPR activation, luminescence; percent of tunicamycin response, DMSO as zero. 0.33% of 330,000 active;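 active means versus positive control, 20 µM dose yields 30% or more activation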;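 further: 100% = tunicamycin at 10 µg/mL and 0% = DMSO only wells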
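Signal: luciferase luminescence; Assay system: CHO-XBP1 luciferase reporter cells; Amount: one thousand reporter cells per well; Dosing: 20 µM single concentration, DMSO 1%; Benchmarks: high control tunicamycin 10 µg/mL final, low control DMSO vehicle only; Schedule: 6 h compound exposure at 37 °C, 5% CO2; Evaluation: percent activation relative to tunicamycin reference.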
tim10-1 inh – growth inhibitors of tim10-1 mutant yeast; S. cerevisiae tim10-1 ts strain growth, BacTiter-Glo, 24 h; inhibition, % at 20 µM; 2.2% of 330,000 active; AID 463190;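 active means inhibition of at least 40%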;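 further: mutant grown at 25 °C; 0% = DMSO wells with yeast and 100% = wells holding no yeast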
* marks the source's active call; other numbers are inactive results; nt = no result given. A portion of the library; count on the stated rates, not on these rows.

Each structure is followed by: Mdm2 MdmX PPI	tim23-1 inh	CXCR6 block	APJ agonist	TIM10 inh	CHOP UPR activ	APJ antag	XBP1 UPR activ	tim10-1 inh
Cn1c(=O)n(CC(=O)NCc2cccnc2)c2ccccc21
  1	4	2	-2	0	-0.2	16	0	6
CCOc1ccc(C)cc1S(=O)(=O)n1ccnc1
  11	17	-8	0	7	1.8	12	-1	10
CN(C(=O)Cn1c(=O)oc2ccccc21)C1CCCCC1
  8	-1	-9	-1	2	-1.9	13	-3	3
Nc1nnc(-c2ccc(Cl)c(Cl)c2)s1
  4	35	-8	-2	14	2.4	0	3	3
COc1ccccc1-n1c(C)nc2cc(C(=O)O)ccc21
  18	8	-5	-6	8	-1.5	5	-2	10
CCOC(=O)c1ccc(-n2ccnc2)c(NC(=O)c2ccc(Cl)cc2)c1
  -3	11	-5	0	9	1.5	4	-1	-12
Cc1cc(NC(=O)CSC2=NS(=O)(=O)c3ccccc3N2)no1
  18	-6	-4	0	3	2.2	12	-1	-9
CC(=O)SCC[N+](C)(C)C
  -41	-1	-1	-2	3	-0.3	2	-8	5
COc1ccc(NC(=O)c2cc(-c3ccc(C)cc3)on2)cc1OC
  -16	14	-15	0	9	-0.5	-9	-7	-6
CC(=O)Nc1c2c3c(cccc3n(C)c1=O)C(=O)c1ccccc1-2
  16	-2	8	-2	13	-3.4	14	-5	15
COc1ccc(NC(=O)CN2CCc3ccccc3C2)c(OC)c1
  12	18	0	-6	-7	0.1	2	-2	-10
COC(=O)NCC(c1ccc2c(c1)OCO2)N1CCN(c2ccc(OC)cc2)CC1 (configuration not stated)
  26	5	-22	-6	-2	0.3	14	-5	-3
CNc1ccccc1C(=O)OC(C)C(=O)Nc1ccc(Cl)cn1 (configuration not stated)
  91*	38	5	-3	4	-0.8	-5	-8	22
C=CCNC(=O)N[C@@H](Cc1ccccc1)C(=O)OC
  -9	2	0	3	18	-0.3	11	-3	2
Cn1cccc1Cc1nnc(SCC(=O)N2CCN(c3ccccc3)CC2)n1-c1ccc(F)cc1
  40	11	4	-5	30	0.1	29	-2	21
Cc1ccc(S(=O)(=O)N2CCOCC2)cc1NC(=O)COC(=O)c1cnc(Cl)c(Cl)c1
  6	-3	-4	8	-7	1.4	4	-2	-14
Clc1ccc(CSc2nnc(-c3ccccn3)n2Cc2ccco2)c(Cl)c1
  18	35	5	-5	8	0.4	12	-1	29
COCCNC(=O)c1cc(-c2ccccc2)n(Cc2cc(C)no2)n1
  25	12	1	-5	-9	0.2	26	0	-4
CCC(C)NCCCOc1ccc(C)cc1OC (configuration not stated)
  -34	6	-3	-2	-14	-1.0	-13	-3	10
CCc1nnc(NC(=O)CSc2nnc(-c3ccccc3OC)n2-c2ccccc2)s1
  10	3	-2	-8	12	-1.8	3	-2	19
C=CCNC(=S)NNC(=O)c1ccc(OCCC)cc1
  1	-12	-5	-3	2	-1.1	17	-2	10
CCCN(C(=O)Cc1csc(-c2ccccc2)n1)C1CCS(=O)(=O)C1 (configuration not stated)
  -9	13	-2	-2	3	0.6	2	0	3
COc1ccc(Cn2ccnc2)cc1Br
  4	-3	-4	-2	-6	-2.5	7	-2	16
OC1(c2nc3ccccc3[nH]2)CCCCC1
  14	-5	3	-4	0	-1.8	3	-1	-20
Cc1ccc2nc(N(CCCN(C)C)C(=O)COc3ccc(Cl)cc3)sc2c1
  0	-7	-11	-3	2	3.0	7	0	17
CCC(=O)c1ccc(OCC(=O)OCC(=O)N2c3ccccc3CC2C)cc1 (configuration not stated)
  4	40	-13	3	-2	-1.3	20	2	41*
Cc1nc(C(=O)Nc2ccccc2)sc1C1(C)CC(c2cccc([N+](=O)[O-])c2)=NO1 (configuration not stated)
  85*	-14	0	2	-59	1.4	-27	-1	-17
O=C(Nc1ccc(F)cc1)N1CCC(c2nc3c(nnn3Cc3ccccc3Cl)c(=O)[nH]2)CC1
  29	7	10	-4	14	-2.3	2	-5	18
O=C(c1cc(-c2ccco2)on1)N1CCN(c2ccccc2)CC1
  1	8	6	-4	-1	-0.4	19	-1	18
COc1ccc(C(C(=O)NC(C)(C)C)N(C(=O)Cn2nnc3ccccc32)c2ccc(C(C)=O)cc2)cc1O (configuration not stated)
  7	4	-2	-1	-5	2.0	0	0	-3
Cc1ccc(C)c(N2CCN(C(=O)c3ccc(N4CCCC4=O)cc3)CC2)c1
  18	29	1	-2	13	1.3	-5	-1	36
CNC(=O)/C(C#N)=c1\s/c(=C/C(=O)OC)c(=O)n1-c1ccccc1
  5	16	-14	4	-7	-2.0	-28	-2	32
Cn1c(CCNC(=O)c2cccs2)n[nH]c1=S
  -9	-2	10	-3	-19	1.7	-28	-1	17
CC#C[C@]1(O)CC[C@H]2[C@@H]3CCC4=CC(=O)CCC4=C3[C@@H](c3ccc(N(C)C)cc3)C[C@@]21C
  38	11	9	-2	7	-0.5	17	0	7
Cc1cc(-n2nc3ccccc3n2)c(O)c([N+](=O)[O-])c1
  -35	31	17	-3	-8	0.1	13	0	-46
CCn1c(COc2c(C)cccc2C)nnc1SCc1nc2ccccc2c(=O)[nH]1
  14	37	1	-2	20	-1.2	12	1	40*
Cc1cc(C(=O)CN2C(=O)C(=O)N(Cc3ccccc3)C2=O)c(C)n1-c1ccccc1F
  52*	16	-6	-2	9	-0.3	-4	-2	-1
CC(=O)c1cc(CN2CCN(C3CCN(C(C)C)CC3)C(CCO)C2)cs1 (configuration not stated)
  5	-5	7	-3	3	-1.0	-3	-3	-3
CCOc1cc(C(=S)N2CCOCC2)ccc1OS(=O)(=O)c1ccccc1
  38	16	0	2	8	0.1	-6	-2	1
CCC(C(=O)N/N=C(\C)c1cccnc1)c1ccccc1 (configuration not stated)
  12	4	0	-2	-2	-0.8	14	-2	-1
O=C(Nc1nccs1)c1ccc(COc2ccc(F)cc2)o1
  -56	15	-4	-1	-9	0.7	8	3	18
O=C(CSc1nc(Cc2ccccc2)nc2ccccc12)Nc1nc2c(s1)CCCC2
  -17	41	2	-2	9	1.3	3	0	23
COc1cccc(/C=N/Nc2ncc(C)c(=O)[nH]2)c1OC
  0	10	-18	-4	8	3.0	-1	-1	9
COc1ccc(NC(=O)c2ccc3c(SCC(=O)O)c4c(nc3c2)CCCC4)cc1Cl
  12	-2	nt	-3	-4	2.3	4	1	7
Cc1cc(C)cc(NC(=O)c2cc(C)nn2C)c1
  -7	3	0	1	2	3.3	-6	1	4

Some of the entries so far, field by field:
Cc1cc(-n2nc3ccccc3n2)c(O)c([N+](=O)[O-])c1
  Mdm2 MdmX PPI: -35
  tim23-1 inh: 31
  CXCR6 block: 17
  APJ agonist: -3
  TIM10 inh: -8
  CHOP UPR activ: 0.1
  APJ antag: 13
  XBP1 UPR activ: 0
  tim10-1 inh: -46

CCn1c(COc2c(C)cccc2C)nnc1SCc1nc2ccccc2c(=O)[nH]1
  Mdm2 MdmX PPI: 14
  tim23-1 inh: 37
  CXCR6 block: 1
  APJ agonist: -2
  TIM10 inh: 20
  CHOP UPR activ: -1.2
  APJ antag: 12
  XBP1 UPR activ: 1
  tim10-1 inh: 40*

More compounds.
Each structure is followed by: Mdm2 MdmX PPI	tim23-1 inh	CXCR6 block	APJ agonist	TIM10 inh	CHOP UPR activ	APJ antag	XBP1 UPR activ	tim10-1 inh
CC(=O)Nc1ccc(NC(=O)Cn2c(=O)n(-c3ccc(C)cc3)c(=O)c3oc4ccccc4c32)cc1
  9	11	6	-2	-5	-0.5	-6	1	4
CCN(CC)CCNC(=O)c1cc(Nc2ccc(OC)c(OC)c2)nc2ccccc12
  18	0	0	-2	-13	-0.1	-9	-2	11
CC(C)N(Cc1nc(-c2ccccc2)no1)C(=O)c1ccc([N+](=O)[O-])cc1
  -6	18	-12	0	17	0.0	-9	7	23
COc1cc(NC(=O)COC(=O)c2nc3nc(C)cc(C)n3n2)cc(OC)c1
  23	-16	1	-4	-3	-1.0	12	-2	8
NC(=O)NC(=O)COC(=O)CCCCCNS(=O)(=O)c1ccc2c(c1)OCCO2
  17	-4	6	-5	4	1.4	10	0	14
Cc1ccc(C)n1NC(=O)c1ccc(O)cc1
  11	-5	8	1	-2	-1.5	-3	-2	-7
CN(C(=O)c1coc(=O)c2ccccc12)c1ccc(F)cc1
  -12	1	-6	-2	-13	0.4	-9	-1	23
Cc1ccc(C(=O)N2CCN(c3ccccn3)CC2)cc1Cl
  -2	21	1	5	-7	-0.1	-11	-4	39
CN(C)C(=O)c1ccc(Cl)cc1[N+](=O)[O-]
  12	-3	-2	-2	16	-0.5	-10	-1	1
O=C1CN(C(=S)Nc2ccccc2Cl)CCN1
  4	9	-1	-3	2	0.9	2	-3	-12
Cc1nc2ccccc2c(=O)n1/N=C/C=C/c1ccccc1
  9	27	-2	-4	26	1.8	-12	0	21
COc1ccc(-c2csc(NC(=O)CCS(=O)(=O)c3ccccc3)n2)c(OC)c1
  46	16	-6	-4	-15	1.8	-24	-1	4
CN(C)S(=O)(=O)c1ccc(Cl)c(NC(=O)COC(=O)C2CSC3(C)CCC(=O)N23)c1 (configuration not stated)
  -32	-4	-2	-2	1	-0.4	-3	-1	4
Cn1c(SCCS(=O)(=O)c2ccc(Cl)cc2)nnc1-c1ccccc1
  19	31	-12	-2	-6	0.5	3	-3	28
CCNc1c(NCC)c(=O)c1=O
  -5	9	1	2	13	-0.5	10	-1	23
CC1CC(NNC(=O)c2ccccc2)=Nc2ccccc2N1C (configuration not stated)
  -3	-1	4	-3	6	1.2	23	-1	10
COc1cccc(C(=O)N2N=C(c3cccc(OC)c3)CC2(O)C(F)(F)F)c1 (configuration not stated)
  -4	35	-4	-1	21	1.3	5	-2	40*
CC1CN(c2nc3ccccc3nc2NS(=O)(=O)c2ccccc2)CC(C)O1 (configuration not stated)
  14	35	-2	-2	4	-0.4	-2	-1	15
NC(=O)C1CCN(C(=O)c2ccccc2SCC(=O)NCC2CCCCC2)CC1
  5	-9	14	4	-5	1.2	6	-5	-17
Cc1cccc(N2C(=O)NC3(CCCCC3)C2=O)c1
  -16	3	-1	-1	-9	0.8	-12	-1	6
Cc1ccn2c(=O)nc(SCC(=O)Nc3cccc4ccccc34)nc2c1
  16	15	3	10	4	-1.5	4	-2	17
O=c1c2c3n(c(=S)nc2[nH]n1-c1ccccc1)CCCCC3
  -22	34	17	-1	20	-0.2	36	-2	16
Cc1ccc(Nc2nc(-c3ccc(S(=O)(=O)N4CCCC4)cc3)cs2)cc1C
  -2	5	7	-5	4	8.5	14	1	15
COc1ccc(-n2c(C)cc(/C=C3\C(=N)N4N=C(CC(=O)N5CCOCC5)SC4=NC3=O)c2C)c(OC)c1
  14	27	7	-2	19	0.2	6	-7	27
O=C(NN1CC(C(=O)OCc2ccc(Br)cc2)CC1=O)c1ccccc1 (configuration not stated)
  0	14	3	-5	-1	1.5	11	-3	11
CCOc1ccc2c(=O)c(Oc3ccccc3OCC)coc2c1
  -25	48	-2	-3	23	6.2	10	2	23
S=c1[nH]nc(Cc2ccccc2)n1-c1ccccc1
  5	1	-8	1	13	0.1	-7	-1	23

Bioassay records from PubChem BioAssay.
